Assay outcomes (PubChem BioAssay)
Growth percent in the NCI-60 one-dose screen (48 h, 10 µM unless noted): 100 = growth as untreated, 0 = no growth, -100 = all killed.
MCF7: MCF7 breast cancer; AID 1794796; 6.3% of 82,000 active; active = growth percent below 10
An asterisk follows results filed as active; & = joins results of further samples; ! = a repeat was not active; [ ] = another dose, or the depositor's remark.

1) O=C(NNC(=O)c1ccncc1)C(=O)Nc1cc(Cl)c(Cl)cc1Cl
  MCF7 = 52&71[100 µM]
2) CC1(C)CCCC2(C)C3=C(CCC12)C(=O)OC3 (stereo unspecified)
  MCF7 = 55&49[100 µM]
3) Clc1c(Cl)c(Cl)c2c(nnn2C2CCCO2)c1Cl (stereo unspecified)
  MCF7 = -84*[100 µM]
4) Cc1ccc(-c2n[nH]c(=O)n2N2C(=O)C=CC2=O)cc1
  MCF7 = 76&84[100 µM]
5) O=C(Nc1ccc(Cl)c(C(F)(F)F)c1)C(=O)c1c(O)c2ccccc2oc1=O
  MCF7 = 68&85[100 µM]
6) COC(=O)C(=O)C(C(=O)C(=O)Nc1ccc(C)c(C)c1)c1nc2ccc([N+](=O)[O-])cc2[nH]c1=O (stereo unspecified)
  MCF7 = 50&75[100 µM]
7) Cc1c2c(c(O)c3c(O)cccc13)C(=O)C1(O)C(O)=C(C(=O)NCNc3ccc(C(N)=O)cn3)C(=O)C(N(C)C)C1C2 (stereo unspecified)
  MCF7 = -89*[100 µM]
8) On1c(-c2ccccc2)nc2ccccc2c1=S
  MCF7 = -69*[100 µM]
9) Cc1ccc(NC2=N/C(=C/c3ccco3)C(Cl)=N2)cc1
  MCF7 = 25&56[100 µM]
10) NNc1[nH]c(=S)[nH]c1C(N)=O
  MCF7 = 71&98[100 µM]
11) COC(=O)/C(=N\NC(=S)NN)C(C(=O)OC)C(=O)C(=O)Nc1cccc(C(F)(F)F)c1 (stereo unspecified)
  MCF7 = 8.7*![100 µM]
12) N#Cc1c2c([nH]c(=O)c1C#N)CCCC2
  MCF7 = 79[100 µM]
13) COc1ccccc1NC(=O)C(=O)C(C#N)CC(C)(C)C=O (stereo unspecified)
  MCF7 = 79&122[100 µM]
14) COC(=O)/C(=N\N)C(C(=O)C(=O)Nc1cc(Cl)ccc1Cl)c1nc2ccc([N+](=O)[O-])cc2[nH]c1=O (stereo unspecified)
  MCF7 = 16&66[100 µM]
15) Nc1c(N2CCOCC2)c(=O)nc2[nH]/c(=C\c3ccccc3O)c(=O)n12
  MCF7 = 22&40[100 µM]

A second format for three compounds above:
| entry | canonical_smiles | MCF7 |
| --- | --- | --- |
| 14 | COC(=O)/C(=N\N)C(C(=O)C(=O)Nc1cc(Cl)ccc1Cl)c1nc2ccc([N+](=O)[O-])cc2[nH]c1=O (stereo unspecified) | 16&66[100 µM] |
| 12 | N#Cc1c2c([nH]c(=O)c1C#N)CCCC2 | 79[100 µM] |
| 2 | CC1(C)CCCC2(C)C3=C(CCC12)C(=O)OC3 (stereo unspecified) | 55&49[100 µM] |

Continuation.
16) COc1cccc(OC)c1NC(=O)C(=O)Nn1c(NNC(=O)c2ccncc2)nc2ccccc2c1=O
  MCF7 = 70&78[100 µM]
17) CC1(C)CC[C@]2(C(=O)O)CC[C@]3(C)C(=CC[C@@H]4[C@@]5(C)C[C@H](O)[C@H](O)[C@@](C)(C(=O)O)[C@@H]5CC[C@]43C)[C@@H]2C1
  MCF7 = 83&93[100 µM]
18) CC1OC(Oc2c(-c3cc(O)c(O)c(O)c3)oc3cc(O)cc(O)c3c2=O)C(O)C(O)C1O (stereo unspecified)
  MCF7 = -43*![100 µM]
19) O=C(O)Cn1cnc2c(=O)[nH]c(Nc3ccccc3)nc21
  MCF7 = 89&89[100 µM]
20) O=C(O)COc1cc(-c2ccccc2F)nc2cc3c(cc12)OCO3
  MCF7 = 58&86[100 µM]
21) CC1=CC(=O)c2ccc(C)cc2C1=O
  MCF7 = -100*[100 µM]
22) CC1=CC[C@@H]2[C@@H](CC[C@@]2(C)O)C(C)(C)[C@H]1CC[C@@H]1[C@@]2(C)CC[C@@H](O)C(C)(C)O[C@@H]2CC[C@]1(C)O
  MCF7 = -71*[100 µM]
23) N#Cc1sc2nc(/C=C3/C=CC=CC3=O)c(O)n2c1N
  MCF7 = 3.4*![100 µM]
24) COC(=O)C(=O)C(C(=O)C(=O)Nc1ccccc1C(=O)OC)c1nc2ccc(C(=O)c3ccccc3)cc2[nH]c1=O (stereo unspecified)
  MCF7 = 7.8*![100 µM]
25) CCOc1cc2c(cc1O)/C(=N\OC)C[C@@H]1[C@@H]2CC[C@]2(C)[C@@H](O)CC[C@@H]12
  MCF7 = -100*[100 µM]
26) COCCOCc1nc(C#N)c(N)o1
  MCF7 = 100&91[100 µM]
27) N#Cc1n[nH]n(-c2ccccc2)c1=O
  MCF7 = 80&95[100 µM]
28) C#CCn1c2c(c3ccccc3c1=O)C(=O)c1ccccc1-2
  MCF7 = 10&12[100 µM]
29) CC(=N\N=C\c1ccccn1)/C(C)=N/N=C(C)/C(C)=N/N=C/c1ccccn1
  MCF7 = 73&75[100 µM]
30) COc1cc2c(c3c1c(=O)c1ccccc1n3C)C=C([N+](=O)[O-])C(C)(C)O2
  MCF7 = -100*[100 µM]

Some of the entries so far, with tabs.
cpd	structure	MCF7
1	O=C(NNC(=O)c1ccncc1)C(=O)Nc1cc(Cl)c(Cl)cc1Cl	52&71[100 µM]
2	CC1(C)CCCC2(C)C3=C(CCC12)C(=O)OC3 (stereo unspecified)	55&49[100 µM]
3	Clc1c(Cl)c(Cl)c2c(nnn2C2CCCO2)c1Cl (stereo unspecified)	-84*[100 µM]
4	Cc1ccc(-c2n[nH]c(=O)n2N2C(=O)C=CC2=O)cc1	76&84[100 µM]

4 of the compounds above, as a markdown table:
| no. | Compound | MCF7 |
| --- | --- | --- |
| 20 | O=C(O)COc1cc(-c2ccccc2F)nc2cc3c(cc12)OCO3 | 58&86[100 µM] |
| 21 | CC1=CC(=O)c2ccc(C)cc2C1=O | -100*[100 µM] |
| 22 | CC1=CC[C@@H]2[C@@H](CC[C@@]2(C)O)C(C)(C)[C@H]1CC[C@@H]1[C@@]2(C)CC[C@@H](O)C(C)(C)O[C@@H]2CC[C@]1(C)O | -71*[100 µM] |
| 23 | N#Cc1sc2nc(/C=C3/C=CC=CC3=O)c(O)n2c1N | 3.4*![100 µM] |

The list goes on.
31) NC(=O)CC1OC(=O)Cc2cc3c(c(O)c21)C(=O)c1c(O)cccc1C3=O (stereo unspecified)
  MCF7 = 30[100 µM]
32) O=c1c2ccccc2nc(-c2ccccc2)n1/N=C/c1ccccc1[N+](=O)[O-]
  MCF7 = 74&66[100 µM]
33) O=C(NC1=NC2C=CC([N+](=O)[O-])=CC2S1)C(=O)Nn1c(=S)[nH]c2ccccc2c1=O (stereo unspecified)
  MCF7 = 8.9*![100 µM]
34) C[C@@H]1C[C@@H]2OC(=O)[C@]3(C)[C@H]2[C@@H](OC3(C)O)[C@]2(C)C(=O)C=C[C@@H]12 (stereo partly specified)
  MCF7 = -82*[100 µM]
35) C/C=C(/COC(C)=O)C(=O)OC1C=C(C=O)C(C)(C)C=C1C (stereo unspecified)
  MCF7 = 44&55[100 µM]
36) COc1cc(-c2nc(SC)nc3c2CCc2ccccc2-3)cc(OC)c1OC
  MCF7 = 8.5*![100 µM]
37) COc1cc2c[n+](C)c3c(c2cc1OC)Cc1cc2c(cc1-3)OCO2
  MCF7 = 19&79[100 µM]
38) CC1OC(OC2C(OC3CCC4(C)C(CCC5(C)C4CC=C4C6CC(C)(C)CCC6(C(=O)O)CCC45C)C3(C)CO)OCC(O)C2O)C(O)C(O)C1O (stereo unspecified)
  MCF7 = -90*[100 µM]
39) Cc1ccc(/C=N/Nc2ccc3ccccc3n2)s1
  MCF7 = -100*[100 µM]
40) COc1cc([C@H]2OC[C@H]3[C@@H]2CO[C@@H]3c2cc(OC)c3c(c2)OCO3)cc(OC)c1OC
  MCF7 = 2.6*![100 µM]
41) Cc1ccnc2[nH]c(-c3ccc(F)cc3)cc(=O)c12
  MCF7 = 5.0*![100 µM]
42) N#Cc1nc(CCC(C(=O)O)N2C(=O)c3ccccc3C2=O)oc1N (stereo unspecified)
  MCF7 = 90&91[100 µM]
43) N#CC1(C#N)C2CCCCC23OC(=N)C1(C#N)C(c1ccccc1)O3 (stereo unspecified)
  MCF7 = -47*[100 µM]
44) COc1ccc2c(c1)C(OC)C1c3c(cc4c(c3-2)OCO4)CCN1C (stereo unspecified)
  MCF7 = -70*[100 µM]
45) COC(=O)C(/C(=N/N)C(=O)Nc1cccc(O)c1)c1nc2ccccc2[nH]c1=O (stereo unspecified)
  MCF7 = 79&85[100 µM]

Results in sequence from the entries so far.
MCF7 for entries 11–18 → 8.7*![100 µM], 79[100 µM], 79&122[100 µM], 16&66[100 µM], 22&40[100 µM], 70&78[100 µM], 83&93[100 µM], -43*![100 µM]

Only part of the results is shown (hit frequency here may not be typical).
